Screening results from PubChem BioAssay.
Mdm2 MdmX PPI – inhibitors of human Mdm2-MdmX association, primary screen, cell-based, luminescence, split luciferase, SaOS-2, uHTS. Protein Mdm4 (Homo sapiens) + E3 ubiquitin-protein ligase Mdm2 (Homo sapiens), …. SaOS-2 split-luciferase Mdm2/MdmX complementation. inhibition, % at 8 µM. hit rate 3% among 330,000. AID 485346, 2010;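 active means inhibition of at least 50% at 8 µM in the primary screen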
tim23-1 inh – growth inhibitors of tim23-1 mutant yeast, primary screen, luminescence, uHTS. hit rate 1.3% among 330,000. S. cerevisiae tim23-1 growth, BacTiter-Glo luminescence, 24 h. inhibition, % at 20 µM;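 active means growth inhibition of the mutant yeast at or above 50%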;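 further: temperature-sensitive mutant grown at 25 °C; plate controls were DMSO-treated mutant yeast for no effect and medium wells lacking yeast for full effect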
APJ ag – agonists of human apelin receptor APJ, primary screen, CHO-K1 cells, PathHunter beta-arrestin, luminescence; P35414; 0% DMSO wells, 100% apelin; activation, % at 20 µM; hit rate 0.11% among 330,000;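 active means activation more than six SD over the plate average, tested at 20 µM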;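 further: 0% = DMSO alone and 100% = apelin-13 at 10 nM; some results filed as inactive read as strong as hits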
Target sequence (P35414 whole entry, looked up): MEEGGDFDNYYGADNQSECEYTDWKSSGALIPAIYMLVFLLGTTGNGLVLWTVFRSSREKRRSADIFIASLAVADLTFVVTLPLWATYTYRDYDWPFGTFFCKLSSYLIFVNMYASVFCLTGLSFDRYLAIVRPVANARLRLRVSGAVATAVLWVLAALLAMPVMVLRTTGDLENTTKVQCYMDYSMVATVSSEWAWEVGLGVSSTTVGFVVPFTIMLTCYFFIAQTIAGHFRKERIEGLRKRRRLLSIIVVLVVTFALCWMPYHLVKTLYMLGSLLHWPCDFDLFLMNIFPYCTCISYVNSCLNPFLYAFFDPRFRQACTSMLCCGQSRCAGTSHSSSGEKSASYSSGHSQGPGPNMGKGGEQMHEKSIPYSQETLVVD
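Assay system: engineered CHO-K1 APJ arrestin reporter cells; Amount: 1000 CHO-K1 reporter cells seeded per well; Dosing: one dose, 20 µM compound, 1% DMSO; Times: compound stimulation 90 min at 25 °C, detection 60 min; Measured by: luminescent beta-gal fragment complementation, chemiluminescent substrate; Read-out: APJ–arrestin association signal; Controls: DMSO vs Apelin-13 10 nM.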
CCR6 antag – CCR6 receptor antagonists, primary screen, cell-based, CHO-K1, luminescence, beta-arrestin, uHTS; C-C chemokine receptor type 6 (Homo sapiens), P51684; CHO-K1 CCR6 PathHunter beta-arrestin, CCL20-stimulated; inhibition, % at 20 µM; hit rate 0.49% among 340,000; AID 493098, 2011;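 active means compounds whose inhibition of the agonist-driven luminescence signal at 20 µM reaches about 50%, limit read from the data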;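 further: cells stimulated with CCL20 at 14 nM final; plate controls were DMSO with CCL20 for no effect and DMSO without agonist for full effect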
Target sequence (P51684 whole entry, looked up): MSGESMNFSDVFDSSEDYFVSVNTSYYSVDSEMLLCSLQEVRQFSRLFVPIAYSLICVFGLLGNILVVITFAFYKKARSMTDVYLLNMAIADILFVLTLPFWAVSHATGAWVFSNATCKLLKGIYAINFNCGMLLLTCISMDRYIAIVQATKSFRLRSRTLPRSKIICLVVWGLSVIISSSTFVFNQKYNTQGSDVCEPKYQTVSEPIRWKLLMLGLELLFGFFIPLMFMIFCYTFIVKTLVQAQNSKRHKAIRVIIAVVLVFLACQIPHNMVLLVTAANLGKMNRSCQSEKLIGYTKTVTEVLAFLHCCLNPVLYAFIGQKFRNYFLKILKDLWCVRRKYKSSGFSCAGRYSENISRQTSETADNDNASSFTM
XBP1 UPR activ – activators of adaptive XBP1 UPR arm, primary screen, cell-based, CHO-XBP1 luciferase reporter, luminescence, uHTS; IRE1-XBP1 UPR activation; percent of tunicamycin response, DMSO as zero; activation, % at 20 µM; hit rate 0.33% among 330,000; AID 463104, 2010;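 active means versus positive control, 20 µM dose yields 30% or more activation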;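 further: 100% = tunicamycin at 10 µg/mL and 0% = DMSO only wells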
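incubation = overnight seeding at 37 °C, 6 h compound treatment at 37 °C | assay system = CHO-XBP1 cells stably carrying IRE1-XBP1-driven luciferase reporter | input = 1000 cells per well | detection = luciferase luminescence | dosing = single point, 20 µM final compound, 1% DMSO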
APJ antag – antagonists of human apelin receptor APJ, primary screen, CHO-K1 cells, beta-arrestin complementation, luminescence | P35414 | inhibition, % at 20 µM | hit rate 0.32% among 330,000;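 active means inhibition above about 40% at 20 µM, limit read from the data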;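 further: cells challenged with 10 nM apelin-13 agonist together with compound; plate controls were apelin-13 plus DMSO wells for no effect and DMSO wells lacking apelin-13 for full effect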
UPR CHOP act – activators of apoptotic CHOP UPR arm, primary screen, cell-based, CHO-CHOP luciferase reporter, luminescence, uHTS. UPR activation; percent of tunicamycin response over DMSO baseline. activation, % at 10 µM. hit rate 0.34% among 330,000;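 active means at 10 µM dose, activation of 40% or more, normalized to positive control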;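 further: 100% = tunicamycin at 10 µg/mL and 0% = DMSO alone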
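measured by = luciferase luminescence | assay system = CHO-CHOP cells, stable luciferase reporter of PERK-eIF2a-CHOP signalling | amount = 500 reporter cells seeded per well | timing = 6 h compound exposure at 37 °C after overnight seeding | controls = positive tunicamycin 10 µg/mL, negative DMSO alone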
EBI2 antag – EBI2 receptor antagonists, beta-arrestin recruitment, primary screen, cell-based, luminescence, 7a,25-OHC stimulation, uHTS; 7a,25-OHC stimulated; inhibition, % at 5 µM; hit rate 0.81% among 360,000; AID 651636, 2012; in the data active means inhibition above about 38%;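 further: enzyme fragment complementation signal reports receptor beta-arrestin coupling in cells; 0% = agonist plus DMSO wells and 100% = wells without agonist; some results beyond the cut were filed as inactive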
CXCR6 block – CXCR6 receptor inhibitors, primary screen, cell-based, beta-arrestin, luminescence, CHO-K1 PathHunter, 1536-well; hit rate 0.36% among 360,000; inhibition, % at 20 µM; C-X-C chemokine receptor type 6 (Homo sapiens), O00574; AID 602244, 2012; in the data active means inhibition above about 34%, passing the limit was not always enough;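 further: antagonist mode with CXCL16 agonist at 10 nM final; 0% = 10 nM CXCL16 with DMSO and 100% = unstimulated wells without agonist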
Target sequence (O00574 whole entry, looked up): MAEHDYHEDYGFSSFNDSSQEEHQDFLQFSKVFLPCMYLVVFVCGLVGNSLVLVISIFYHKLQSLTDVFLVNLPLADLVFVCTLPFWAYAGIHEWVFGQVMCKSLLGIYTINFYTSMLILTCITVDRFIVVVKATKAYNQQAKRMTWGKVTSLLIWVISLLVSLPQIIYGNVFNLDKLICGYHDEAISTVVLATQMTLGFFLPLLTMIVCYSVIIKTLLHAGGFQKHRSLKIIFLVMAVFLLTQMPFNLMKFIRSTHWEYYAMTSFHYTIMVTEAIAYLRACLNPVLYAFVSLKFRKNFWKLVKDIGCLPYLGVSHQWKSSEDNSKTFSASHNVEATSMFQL
An asterisk follows results filed as active. This is a subset; rates above refer to the full screens.

For CC(=O)Oc1c(I)cc(I)cc1C(=O)Nc1ccc(Cl)cc1 the results were Mdm2 MdmX PPI 90*, tim23-1 inh 42, APJ ag -3, CCR6 antag 3, XBP1 UPR activ -5, APJ antag 11, UPR CHOP act -1.0, EBI2 antag 0 and CXCR6 block 0.
`COc1ccccc1C(=O)Nc1ccc(CN2CCCCC2)cc1` gave Mdm2 MdmX PPI 1, tim23-1 inh 11, APJ ag 1, CCR6 antag -8, XBP1 UPR activ 0, APJ antag 3, UPR CHOP act -1.4, EBI2 antag 5 and CXCR6 block 3.
COC(=O)c1cc(NS(=O)(=O)c2ccc(N3CCC(C)CC3)c([N+](=O)[O-])c2)cc(C(=O)OC)c1 was read as Mdm2 MdmX PPI -26, tim23-1 inh 14, APJ ag -1, CCR6 antag 18, XBP1 UPR activ 2, APJ antag 5, UPR CHOP act 0.3, EBI2 antag -2 and CXCR6 block 8.
For COc1ccc(NC(=S)N2CCC(N(C)CC3CCCO3)CC2)cc1 (stereo not given) the results were Mdm2 MdmX PPI 9, tim23-1 inh 0, APJ ag -2, CCR6 antag 4, XBP1 UPR activ -4, APJ antag 11, UPR CHOP act 0.7, EBI2 antag -6 and CXCR6 block 2.
For COc1ccccc1C(=O)N(NC(=O)Oc1ccccc1)C(C)(C)C the results were Mdm2 MdmX PPI -19, tim23-1 inh 5, APJ ag -1, CCR6 antag 1, XBP1 UPR activ -1, APJ antag 1, UPR CHOP act 3.9, EBI2 antag -3 and CXCR6 block -10.
`CC(C)(C)OC(=O)N1O[C@H]2C[C@@H]1[C@@H]1[C@@H]2N=NN1C12CC3CC(CC(C3)C1)C2` gave Mdm2 MdmX PPI 2, tim23-1 inh 38, CCR6 antag 21, XBP1 UPR activ 6, UPR CHOP act 2.0, EBI2 antag -5 and CXCR6 block 2.
Screening Cc1noc(C)c1N=Nc1ccccc1C(=O)O returned Mdm2 MdmX PPI 21, tim23-1 inh -3, APJ ag -2, CCR6 antag -20, XBP1 UPR activ -1, APJ antag 2, UPR CHOP act -2.3, EBI2 antag 9 and CXCR6 block -4.
`O=C1NC(=Nc2cccc([N+](=O)[O-])c2)SC1(CO)CO` gave Mdm2 MdmX PPI 13, tim23-1 inh 3, APJ ag -1, CCR6 antag -4, XBP1 UPR activ 1, APJ antag 4, UPR CHOP act -1.5, EBI2 antag -11 and CXCR6 block 2.
`CCCS(=O)(=O)c1c(S(=O)(=O)CCC)c2cnccn2c1C(=O)c1ccc(Cl)cc1` gave Mdm2 MdmX PPI -13, tim23-1 inh 12, APJ ag 0, CCR6 antag 5, XBP1 UPR activ -2, APJ antag 10, UPR CHOP act -0.5, EBI2 antag -2 and CXCR6 block -2.
COc1cc2ccccc2cc1C(=O)N1CCN(C)CC1 was read as Mdm2 MdmX PPI 0, tim23-1 inh -9, APJ ag -6, CCR6 antag 12, XBP1 UPR activ 4, APJ antag -9, UPR CHOP act 0.5, EBI2 antag -7 and CXCR6 block -6.
COc1ccc(N/C=C\C(=O)c2ccc(Br)cc2)cc1OC was read as Mdm2 MdmX PPI -38, tim23-1 inh 10, APJ ag 5, CCR6 antag -5, XBP1 UPR activ 2, APJ antag 5, UPR CHOP act 6.3, EBI2 antag 6 and CXCR6 block 6.
`COc1cc(C(=O)Nc2ccc3c(c2)ncn3C(C)(C)C)cc(OC)c1OC` gave Mdm2 MdmX PPI 15, tim23-1 inh -3, APJ ag 2, CCR6 antag 0, XBP1 UPR activ -3, APJ antag 9, UPR CHOP act 1.3, EBI2 antag -22 and CXCR6 block -14.
Screening CC(C)C(=O)N=c1sc2cccc(F)c2n1C returned Mdm2 MdmX PPI 5, tim23-1 inh 7, APJ ag -6, CCR6 antag 6, XBP1 UPR activ 3, APJ antag 8, UPR CHOP act 4.1, EBI2 antag 3 and CXCR6 block 6.
Screening CCCOC1OC(=O)c2c1ccc(OC)c2OC (stereo not given) returned Mdm2 MdmX PPI -26, tim23-1 inh -2, APJ ag -2, CCR6 antag -1, XBP1 UPR activ 1, APJ antag -4, UPR CHOP act 1.5, EBI2 antag 0 and CXCR6 block -3.
`CC(=O)Nc1ccc(C(=O)CSc2ncn(-c3ccccc3)n2)cc1` gave Mdm2 MdmX PPI -2, tim23-1 inh 23, APJ ag -3, CCR6 antag 6, XBP1 UPR activ -1, APJ antag 16, UPR CHOP act -2.9, EBI2 antag 7 and CXCR6 block 9.
`CC(NC(=O)COC(=O)CCC(=O)c1ccc(Cl)cc1)c1ccccc1` (stereo not given) gave Mdm2 MdmX PPI -11, tim23-1 inh 31, APJ ag -2, CCR6 antag 1, XBP1 UPR activ 2, APJ antag 11, UPR CHOP act -1.1, EBI2 antag 1 and CXCR6 block -2.
Cc1cc(OCC(=O)N2CCOCC2)c(C(C)C)cc1Cl was read as Mdm2 MdmX PPI 22, tim23-1 inh 19, APJ ag 3, CCR6 antag 13, XBP1 UPR activ 0, APJ antag -8, UPR CHOP act -0.7, EBI2 antag 10 and CXCR6 block 5.
COc1cccc(Cn2cccc(NC(=O)NCc3ccccc3)c2=O)c1 was read as Mdm2 MdmX PPI 10, tim23-1 inh 7, APJ ag 0, CCR6 antag -1, XBP1 UPR activ -6, APJ antag -17, UPR CHOP act 1.3, EBI2 antag -4 and CXCR6 block 3.
Screening Cn1nccc1C(=O)Nc1sc2c(c1C#N)CCCC2 returned Mdm2 MdmX PPI -24, tim23-1 inh 26, APJ ag -7, CCR6 antag 7, XBP1 UPR activ -1, APJ antag 6, UPR CHOP act 6.7, EBI2 antag 24 and CXCR6 block 5.
CC(=O)Nc1ccc2[nH]c(C)c(CC=C(Cl)Cl)c(=O)c2c1 was read as Mdm2 MdmX PPI -10, tim23-1 inh 8, APJ ag -2, CCR6 antag 6, XBP1 UPR activ 0, APJ antag -14, UPR CHOP act -0.4, EBI2 antag -13 and CXCR6 block 0.
O=C(Nc1cccc(F)c1)c1c(O)c2ccccc2[nH]c1=O was read as Mdm2 MdmX PPI -24, tim23-1 inh -2, APJ ag 0, CCR6 antag -2, XBP1 UPR activ 0, APJ antag 0, UPR CHOP act 4.8, EBI2 antag 5 and CXCR6 block -16.
Screening C=CCNC(=S)NNC(=O)Cn1c(-c2ccccc2)cc(=O)n2ncnc12 returned Mdm2 MdmX PPI 24, tim23-1 inh -12, APJ ag -2, CCR6 antag -4, XBP1 UPR activ 1, APJ antag 3, UPR CHOP act 0.6, EBI2 antag 5 and CXCR6 block 1.
`COC(=O)[C@]1(Cc2ccccc2)N[C@H](CN(C)S(=O)(=O)c2ccc(OC(F)(F)F)cc2)[C@@H]2C(=O)N(C)C(=O)[C@@H]21` gave Mdm2 MdmX PPI 16, tim23-1 inh -1, APJ ag 0, CCR6 antag 3, XBP1 UPR activ -1, APJ antag 2, UPR CHOP act -1.7, EBI2 antag -2 and CXCR6 block -2.
For CCN(CC)CCN(Cc1cc2cc3c(cc2[nH]c1=O)OCO3)C(=S)NCCCOC the results were Mdm2 MdmX PPI 3, tim23-1 inh 12, APJ ag 2, CCR6 antag 4, XBP1 UPR activ -2, APJ antag -10, UPR CHOP act -2.7, EBI2 antag 3 and CXCR6 block -2.
Screening Cc1ccc(C(=O)/C=C/C(=O)c2ccc(C)cc2)cc1 returned Mdm2 MdmX PPI 44, tim23-1 inh 58*, APJ ag -4, CCR6 antag 100*, XBP1 UPR activ -7, APJ antag 33, UPR CHOP act 139*, EBI2 antag 28 and CXCR6 block 92*.
Screening O=S(=O)(Nc1ncccn1)c1ccc(NC(=S)Nc2cccc(Cl)c2)cc1 returned Mdm2 MdmX PPI 2, tim23-1 inh 5, APJ ag -7, XBP1 UPR activ -1, APJ antag -33 and UPR CHOP act -2.1.
c1ccc(Sc2ncnc3c2oc2ccccc23)nc1 was read as Mdm2 MdmX PPI 12, tim23-1 inh 21, APJ ag -2, CCR6 antag 10, XBP1 UPR activ -1, APJ antag 0, UPR CHOP act 5.6, EBI2 antag -5 and CXCR6 block 7.
`S=C(NCc1ccco1)N1CCN(c2nc(-c3ccccc3)cs2)CC1` gave Mdm2 MdmX PPI -12, tim23-1 inh 19, APJ ag 0, CCR6 antag -3, XBP1 UPR activ -3, APJ antag 5, UPR CHOP act -1.3, EBI2 antag 10 and CXCR6 block -8.
For Cc1ccc(F)c(NC(=O)c2ccc(Cn3cc(Cl)cn3)cc2)c1 the results were Mdm2 MdmX PPI 12, tim23-1 inh 40, APJ ag -1, CCR6 antag 18, XBP1 UPR activ 3, APJ antag -9, UPR CHOP act 2.3, EBI2 antag -4 and CXCR6 block 2.
`O=C(N/C(=C/c1ccccc1)C(=O)N1CCCCCC1)c1ccccc1` gave Mdm2 MdmX PPI -1, tim23-1 inh 28, APJ ag -4, CCR6 antag 8, XBP1 UPR activ -4, APJ antag -10, UPR CHOP act -2.0, EBI2 antag 4 and CXCR6 block 4.
Screening COc1ccccc1C(C)NCC(=O)Nc1c(F)cccc1F (stereo not given) returned Mdm2 MdmX PPI 11, tim23-1 inh 12, APJ ag -5, CCR6 antag 0, XBP1 UPR activ -2, APJ antag -11, UPR CHOP act -2.0, EBI2 antag -15 and CXCR6 block -5.
CS(=O)(=O)N(CC(=O)N1CCCCC1)c1sc2c(c1C#N)CCCC2 was read as Mdm2 MdmX PPI -5, tim23-1 inh 18, APJ ag -2, CCR6 antag -2, XBP1 UPR activ -4, APJ antag 9, UPR CHOP act -2.3, EBI2 antag 4 and CXCR6 block -10.
For COc1ccc(CC(=O)Nc2nnc(C(C)(C)C)s2)cc1OC the results were Mdm2 MdmX PPI 31, tim23-1 inh 12, APJ ag -4, CCR6 antag 17, XBP1 UPR activ -4, APJ antag -6, UPR CHOP act 1.9, EBI2 antag 1 and CXCR6 block -9.

Grouped by structure: the entries above with a thiophene ring, fused or not (two)
Screening Cn1nccc1C(=O)Nc1sc2c(c1C#N)CCCC2 returned Mdm2 MdmX PPI -24, tim23-1 inh 26, APJ ag -7, CCR6 antag 7, XBP1 UPR activ -1, APJ antag 6, UPR CHOP act 6.7, EBI2 antag 24 and CXCR6 block 5.
CS(=O)(=O)N(CC(=O)N1CCCCC1)c1sc2c(c1C#N)CCCC2 was read as Mdm2 MdmX PPI -5, tim23-1 inh 18, APJ ag -2, CCR6 antag -2, XBP1 UPR activ -4, APJ antag 9, UPR CHOP act -2.3, EBI2 antag 4 and CXCR6 block -10.
